TNAP act hi DEA = TNAP (human) activation, high acceptor. P05186. purified TNAP, CDP-star luminescence, 1 M DEA, 30 min; active compounds read high; 0 = EDTA background, 1 = DMSO-only activity. activation factor at 20 µM. 200,000 tested, under 10 active;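 active = activation factor at least 2 at 20 µM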
Target sequence (P05186 whole entry, looked up): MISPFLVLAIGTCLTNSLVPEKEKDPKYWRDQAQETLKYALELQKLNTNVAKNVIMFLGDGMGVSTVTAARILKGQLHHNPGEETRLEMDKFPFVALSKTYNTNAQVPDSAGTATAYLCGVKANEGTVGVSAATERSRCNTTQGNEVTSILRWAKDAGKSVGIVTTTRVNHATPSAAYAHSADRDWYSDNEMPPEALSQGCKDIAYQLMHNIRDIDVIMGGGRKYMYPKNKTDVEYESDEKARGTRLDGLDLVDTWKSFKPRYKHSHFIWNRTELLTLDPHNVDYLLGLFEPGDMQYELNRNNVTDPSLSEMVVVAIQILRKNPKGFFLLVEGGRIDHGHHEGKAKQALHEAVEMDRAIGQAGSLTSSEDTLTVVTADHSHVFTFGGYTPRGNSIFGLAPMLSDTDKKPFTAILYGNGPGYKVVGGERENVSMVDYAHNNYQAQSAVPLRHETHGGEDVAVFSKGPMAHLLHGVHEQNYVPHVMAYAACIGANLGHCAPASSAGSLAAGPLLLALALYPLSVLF
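Control set: EDTA negative control, DMSO positive control / Assay system: human TNAP / Quantity: TNAP 1/800 final / Evaluation: TNAP activation factor scaled between EDTA and DMSO control wells / Measured by: luminescent substrate turnover signal / Compound dosing: one dose, 20 µM / Times: 30 min enzyme reaction at room temperature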
PMI activator = increases human mannose-6-phosphate isomerase activity. P34949. purified human PMI, coupled resazurin fluorescence, 20 min; active compounds read high; 1 = vehicle control, 0 substrate-free wells. activation factor at 20 µM. actives 0.005% (n = 190,000);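 active = activation factor of 2 or more at 20 µM, relative to plate controls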
Target sequence (P34949 whole entry, looked up): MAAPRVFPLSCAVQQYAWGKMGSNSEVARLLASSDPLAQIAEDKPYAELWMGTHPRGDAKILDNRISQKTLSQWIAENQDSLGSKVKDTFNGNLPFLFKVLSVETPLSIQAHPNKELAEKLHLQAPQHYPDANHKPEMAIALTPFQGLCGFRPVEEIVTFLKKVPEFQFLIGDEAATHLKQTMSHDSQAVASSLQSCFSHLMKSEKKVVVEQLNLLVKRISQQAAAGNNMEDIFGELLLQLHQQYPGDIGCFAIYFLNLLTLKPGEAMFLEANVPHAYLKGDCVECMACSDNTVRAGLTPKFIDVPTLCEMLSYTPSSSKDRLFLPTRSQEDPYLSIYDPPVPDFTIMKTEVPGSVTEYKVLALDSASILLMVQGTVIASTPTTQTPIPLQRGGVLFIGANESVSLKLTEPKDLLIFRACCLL
PMI act hi M6P = increases human PMI activity with near-saturating mannose 6-phosphate | AID 1216 | P34949 | coupled PMI enzyme assay, resazurin fluorescence, 20 min; active compounds read high; 1 = untreated enzyme, 0 = substrate-free blank | actives 0.34% (n = 190,000) | activation factor at 20 µM;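 active = activation factor of 2 or more at 20 µM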
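Material: human phosphomannose isomerase with PGI, G6PDH, diaphorase coupling enzymes. Quantity: 15 ng/mL PMI. Medium: HEPES pH 7.4 buffer with MgCl2 and Tween-20. Reagent: Near-saturating mannose-6-phosphate, 1.0 mM. Compound: 20 µM single dose. Times: enzyme reaction with compound 20 min at room temperature. Detection: resorufin fluorescence at Ex 544/Em 590 nm.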
Diaph act CS = diaphorase activation or chemical reduction counter-screen; Diaphorase/resazurin coupled assay, resorufin fluorescence, 16 min; active compounds read high; 1 = vehicle wells, 0 = NADH-free wells; activation factor at 20 µM; actives 0.005% (n = 190,000); AID 1229;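 active = diaphorase activity raised at least twofold by the compound at 20 µM; inactive = activation factor below 2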
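Material: Purified diaphorase enzyme from Clostridium kluyveri | Buffer or medium: 50 mM HEPES pH 7.4 with 4.542 mM MgCl2, 0.005% Tween 20 | Times: 16 min enzyme reaction, ambient temperature | Signal: Red resorufin fluorescence at 544/590 nm excitation/emission | Measure: Increased resorufin signal from activators or reducing compounds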
TNAP inh no acc = inhibitors of human TNAP without phosphate acceptor; actives 0.26% (n = 200,000); inhibition, % at 20 µM; purified TNAP, CDP-star luminescence, 30 min;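 active = tissue-nonspecific alkaline phosphatase inhibition above about 50% at 20 µM in the single-dose screen, limit read from the data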;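 note: 0% = DMSO negative control and 100% = EDTA positive control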
Diaph inh CS = counter-screen for diaphorase-based assays: diaphorase inhibitors and chemical oxidizers | diaphorase resazurin-to-resorufin fluorescence, NADH, 16 min; bacterial (C. kluyveri) enzyme, not human | inhibition, % at 20 µM | actives 0.69% (n = 190,000) | AID 1217;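 active = primary screen inhibition at 20 µM above a set limit, cut at about 50% in these data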;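 note: plate controls were DMSO with full reaction for no effect and wells lacking NADH for full effect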
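controls = No-NADH positive control and DMSO neutral control | system = Clostridium kluyveri diaphorase enzyme | timing = reaction incubation of 16 min at room temperature | signal = resorufin fluorescence 544/590 nm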
FLuc act counter = affects firefly luciferase, flagging false hits in luciferase stimulation screens | ATPlite luciferase biochemical, luminescence, 10 min; 0 = ATP-free wells, 1 = DMSO control | 200,000 tested, under 10 active | activation factor at 10 µM | AID 1027 | P08659;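 active = luciferase activation factor, scaled between plate controls, of at least 2 with compound at 10 µM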
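System: cell-free luciferase reagent; medium: PBS as buffer for the ATP substrate; doses: test compounds dosed from 2 mM stocks in 100% DMSO; incubation: 10 min, room temperature; measured by: luminescence from luciferase reaction; read-out: luciferase activation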
TNAP inh hi DEA = inhibitors of human TNAP at high phosphate acceptor concentration; purified TNAP, CDP-star luminescence, 1 M DEA; inhibition, % at 20 µM; actives 0.03% (n = 200,000); AID 1135;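 active = over 50% inhibition of tissue-nonspecific alkaline phosphatase at 20 µM in the single-dose screen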;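 note: plate controls were DMSO wells for no effect and EDTA-quenched wells as full inhibition for full effect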
G6PDH CS = counter-screen for G6PDH assay hits: L. mesenteroides G6PDH inhibition; Purified L. mesenteroides G6PDH, diaphorase/resazurin coupled fluorescence, 45 min; inhibition, % at 5 µM; actives 0.12% (n = 200,000); in the data active = inhibition above about 50%
Efa HMGR inh = E. faecalis class II HMG-CoA reductase inhibition | inhibition, % at 10 µM | purified E. faecalis HMGR, NADPH absorbance 340 nm kinetic | actives 0.41% (n = 190,000);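 active = inhibition above a set limit, the median over all tested compounds plus 3 SD, cut at about 9.5% in these data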;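 note: enzyme runs in reverse so mevalonate oxidation gives rising NADPH absorbance; 0% = complete reaction with DMSO and 100% = background rate lacking mevalonate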
* marks the source's active call; other numbers are inactive results; . = no result given.

SMILES	TNAP act hi DEA	PMI activator	PMI act hi M6P	Diaph act CS	TNAP inh no acc	Diaph inh CS	FLuc act counter	TNAP inh hi DEA	G6PDH CS	Efa HMGR inh
COc1ccc(NC(=O)CCCn2c(=O)[nH]c3ccccc3c2=O)cc1	1	1.1	1	0.9	1	5	1.1	-4	6	-5
Cn1nnnc1SCCOc1ccc(C#N)cc1	1.1	1	1	0.9	-15	13	1.1	-8	-1	-1
COc1ccccc1OCC(=O)Nc1ccc(-c2nnc(-c3ccco3)o2)cc1	1	.	.	.	-3	.	1	-1	11	-7
CCCn1c(SCC(=O)N2CCN(c3ccc(OC)cc3)CC2)nc2c1c(=O)n(C)c(=O)n2C	1	0.9	0.9	0.8	-6	18	1	-3	-2	-1
O=S1(=O)CC/C(=N/Nc2ccc(C(F)(F)F)cn2)c2cc(F)ccc21	1.1	1	1	0.9	-14	13	1	-7	-8	-6
CCC(C(=O)Nc1cc(Cl)ccc1OC)c1ccccc1 (stereo not drawn)	1	1	1	0.9	-1	7	1.1	1	-3	2
O=C(COC(=O)C1CC(=O)N(c2ccccc2)C1)c1ccccc1 (stereo not drawn)	1	0.8	0.8	0.8	4	16	1	0	4	-5
CCOc1ccccc1C1C(C(N)=O)=C(C)Nc2nc(-c3ccc(OC)cc3)nn21 (stereo not drawn)	1	1	1	0.9	16	8	1.1	-2	7	-3
COc1ccccc1C1(CC(=O)N2CCOCC2)CCOC(C(C)C)C1 (stereo not drawn)	1	1	1.1	0.8	6	15	1	5	0	-8
CC1CCCCC1n1c(-c2cccnc2)n[nH]c1=S (stereo not drawn)	1	1.1	1.1	1	2	0	1	-2	0	1
O=C(CSc1c[nH]c2ccccc12)NCc1ccc2c(c1)OCO2	1	0.8	0.8	0.9	-6	9	1	2	8	0
COc1ccc(OC)c(NC(=O)C2C3CCC(O3)C2C(=O)O)c1 (stereo not drawn)	1	0.8	0.7	0.9	-7	12	1	-1	3	-4
COc1ccc(Br)cc1CNc1ccc(S(N)(=O)=O)cc1	1	0.9	1	0.9	-4	10	1	3	-3	-6
Cn1c(-c2ccccc2)cnc1SCC(=O)N1CCCc2ccccc21	1	1	1	0.9	-10	14	0.9	-1	17	-7
Cc1cccc(N(CC(=O)N2CCN(c3ccc(F)cc3)CC2)S(C)(=O)=O)c1C	1.1	1	0.9	0.9	-10	13	1	-7	11	0

Reprinted from the part before: two entries, then new ones.
SMILES	TNAP act hi DEA	PMI activator	PMI act hi M6P	Diaph act CS	TNAP inh no acc	Diaph inh CS	FLuc act counter	TNAP inh hi DEA	G6PDH CS	Efa HMGR inh
Cn1c(-c2ccccc2)cnc1SCC(=O)N1CCCc2ccccc21	1	1	1	0.9	-10	14	0.9	-1	17	-7
Cc1cccc(N(CC(=O)N2CCN(c3ccc(F)cc3)CC2)S(C)(=O)=O)c1C	1.1	1	0.9	0.9	-10	13	1	-7	11	0
CCN1CCCC1CNC(=O)CS(=O)(=O)Cc1nc(-c2ccccc2C)oc1C (stereo not drawn)	1	0.9	0.9	1	2	0	1	-2	37	-1
Cn1c(CN2CCCC2)nc2cc(NC(=O)c3ccc(Cl)cc3)ccc21	1	0.9	0.9	1.1	-6	-13	0.9	2	8	0
Nc1nc2nc(-c3ccc(Cl)cc3)cc(C(F)(F)F)n2n1	1	0.9	1	0.9	-6	8	1	-2	-1	3
CC1=C(C(=O)OC(C)C)C(c2cccs2)C(C(=O)OC(C)C)=C(C)N1	1	0.8	0.9	0.8	-11	22	1	-1	-6	0
O=C(Cc1ccccc1)Nc1scc(-c2ccccc2)c1C(=O)N1CCOCC1	1	1	1	0.9	7	8	1.1	-1	8	0
Cc1cc(-c2nnc(CCC(=O)N(C)Cc3cccc4ccccc34)o2)no1	1.1	0.9	0.9	0.8	-8	21	1	-6	1	1
Cc1cccc(OCc2nnc(SCC(=O)N3c4ccccc4Sc4ccc(Cl)cc43)o2)c1	1	0.7	0.8	0.8	-17	21	1	2	10	-4
C(=N\NC1=Nc2cccc3cccc1c23)/c1ccccn1	0.7	1.1	1	1	27	2	0.3	34	0	-6
CC(=O)Nc1ccccc1OCc1nnc(-c2cccs2)o1	1	0.8	0.8	0.8	-8	16	1	2	13	4
O=C(/C=C/c1ccc(Cl)cc1)Nc1nccs1	1	0.9	0.9	1	20	4	0.6	-1	6	2
CCCn1c(=O)c(C(=O)Nc2c(C)n(C)n(-c3ccccc3)c2=O)c(O)c2ccccc21	1.1	1.2	1.1	1	-9	-1	1	-8	-1	.
CCOC(=O)C(=O)Nc1ccccc1C(=O)OCC	1	.	.	.	-5	.	1	-1	4	-14
COc1ccc(Cl)cc1N(CC(=O)N(C)C)S(=O)(=O)c1ccc(C)c([N+](=O)[O-])c1	1	1	1	0.9	-5	6	1.1	-4	8	7
COc1ccc(NC(C)=O)cc1S(=O)(=O)N1CCc2ccccc21	1.1	1	1	0.9	-13	11	1	-5	7	-5
CC1CC1c1ccc(/C=C(\C#N)C(=O)Nc2ccc(Cl)cc2)o1 (stereo not drawn)	1	0.8	0.8	0.9	-10	14	0.9	2	11	-3
CCC(CC)C(=O)Nc1cccc(C(=O)Nc2ccc(OC)cc2[N+](=O)[O-])c1	1	0.9	0.8	0.8	-10	17	1	-1	-2	1
O=C(c1ccco1)N1CCN(S(=O)(=O)c2ccccc2[N+](=O)[O-])CC1	1	0.9	0.9	0.9	-2	12	1	-4	7	-3
NS(=O)(=O)c1cc(C2(O)NC(=O)c3ccccc32)ccc1Cl (stereo not drawn)	0.9	0.9	0.9	1	0	4	1	7	13	-2
COc1ccc(C2CC(C(F)(F)F)n3nc(C(=O)O)c(Br)c3N2)cc1 (stereo not drawn)	1	1	1.1	1	-9	1	1	-3	0	0
CCCCCn1c(CN(C)Cc2ccccc2)nc2c1c(=O)n(C)c(=O)n2C	1	0.9	1	0.9	-5	12	1	-3	31	-6
O=C(COC(=O)/C=C/C(=O)N1CCN(c2ccccc2)CC1)NCc1ccc(F)cc1	1.1	1	0.9	0.9	-12	13	0.9	-8	-2	-1
COc1ccc(NC(=O)C2CCCN(S(=O)(=O)c3c(C)[nH]c(=O)[nH]c3=O)C2)cc1Cl (stereo not drawn)	1	1.1	1.1	0.9	-13	13	1	-2	6	-5
O=C(CSCCc1ccccn1)Nc1cccnc1	1	1	1	1	-9	3	1	-2	6	0
Cc1cc(C)nc(NC(=O)c2cccc([N+](=O)[O-])c2)c1	1	1.1	1.1	0.9	-9	12	1	-5	3	-3
CC1CCCC(NC(=O)COC(=O)COc2ccc(Cl)cc2)C1C (stereo not drawn)	1	1	1	0.9	-10	11	1	0	2	0
O=C(Nc1nc2ccccc2[nH]1)c1ccc(S(=O)(=O)N2CCOCC2)cc1	1	1	0.7	0.8	-3	21	1	0	16	-3
N/C(=N\O)c1ccccc1-n1cccc1	1	1	1	0.9	-12	5	1.1	-4	0	4
Cc1ccc(-c2nc3ccccc3c(=O)n2CCCN2CCOCC2)cc1	1	0.9	0.9	0.8	-2	25	1	-3	-4	-2
CC(OC(=O)c1ccc2ncsc2c1)C(=O)Nc1ncc(Cl)cc1Cl (stereo not drawn)	1.1	1	1	0.9	-5	13	1.1	-5	-8	-1
Cn1c(=O)n(CCc2ccccc2)c(=O)c2c1nc1n2CCCN1Cc1ccccc1	1.1	1	1	0.9	10	11	1.1	-6	12	-1

Single records, from the list above.
Entry for Cn1c(=O)n(CCc2ccccc2)c(=O)c2c1nc1n2CCCN1Cc1ccccc1 → TNAP act hi DEA = 1.1; PMI activator = 1; PMI act hi M6P = 1; Diaph act CS = 0.9; TNAP inh no acc = 10; Diaph inh CS = 11; FLuc act counter = 1.1; TNAP inh hi DEA = -6; G6PDH CS = 12; Efa HMGR inh = -1
Entry for Cc1ccc(-c2nc3ccccc3c(=O)n2CCCN2CCOCC2)cc1 → TNAP act hi DEA = 1; PMI activator = 0.9; PMI act hi M6P = 0.9; Diaph act CS = 0.8; TNAP inh no acc = -2; Diaph inh CS = 25; FLuc act counter = 1; TNAP inh hi DEA = -3; G6PDH CS = -4; Efa HMGR inh = -2

Next part:
SMILES	TNAP act hi DEA	PMI activator	PMI act hi M6P	Diaph act CS	TNAP inh no acc	Diaph inh CS	FLuc act counter	TNAP inh hi DEA	G6PDH CS	Efa HMGR inh
CCCCOC(=O)c1[nH]c2c(c1C)C(=O)CC(c1cc(OC)c(OC)c(OC)c1)C2 (stereo not drawn)	1	0.9	0.9	0.9	-13	13	1	0	-36	-2
CC1CCN(C(=O)Cn2cnc3c(cnn3C(C)(C)C)c2=O)CC1	1	1	1.1	1	-4	1	0.9	1	1	-1
CCn1c(SCc2nc(-c3ccccc3)no2)nc2ccccc21	1	0.9	0.9	0.8	-11	23	1	-4	-1	-7
COc1ccc(CN2CCN(C(=O)CC(C)C)CC2)c(OC)c1OC	1	0.8	0.9	0.9	-5	12	1	-1	2	-5
C#CCOCCOCCOCCNc1nc(N2CCN(C(=O)[C@H](CCCCN)n3cc([C@@H](N)C(C)CC)nn3)CC2)nc(N2CCN(C(=O)[C@H](Cc3ccc(O)cc3)n3cc([C@@H](N)CC(C)C)nn3)CC2)n1 (stereo partly drawn)	1.1	0.9	1	1.3	-12	-29	1	-8	9	-1
CC(C)N1C(=O)C(Cc2nc3ccccc3c(=O)n2-c2ccccc2)c2ccccc21 (stereo not drawn)	1.1	1	1	1	-6	5	1	-10	1	-1
C/C=C/Cn1c(SCc2ccc(Cl)cc2)nc2c1c(=O)[nH]c(=O)n2C	1.1	0.9	0.9	0.8	-4	16	1	-7	4	-4
CCN(CC(=O)Nc1ccc2c(c1)CCC2)Cc1nc2ccccc2c(=O)[nH]1	1	0.9	1	0.8	-66	16	1	-2	-7	0
O=C(CSc1nccc(=O)[nH]1)Nc1ccccc1Sc1ccccc1	1	1.1	1	1	-4	0	1.1	-4	2	-1
Cc1ccc(N=Nc2c(N)nn(-c3ccccc3)c2N)cc1	0.9	0.8	1	0.8	22	16	0.7	6	11	-3
Cc1ccc(OCC(O)CN2CCN(c3ccccc3)CC2)cc1 (stereo not drawn)	1.1	1	1	0.8	-12	18	1	-8	-3	-11
O=C(NCc1ccccc1)/C(=N\O)c1ccccc1	1	1.1	1.1	0.9	-1	9	1.1	-4	9	-1
CC(C)C(O)(CC#CCN1CCCC1)c1ccccc1 (stereo not drawn)	1.1	1.3	1.4	1.3	-10	-28	1.1	-8	6	-2
O=C(Nc1nc(-c2cccs2)c(C(=O)C(F)(F)F)s1)c1ccco1	1.1	1	1	0.8	-8	18	1	-6	2	4

High-throughput results from PubChem BioAssay.
